PME-1 inh – PME-1 inhibitors via competitive probe labeling, primary screen, biochemical, fluorescence polarization, FP-Rh probe, HTS. recombinant PME-1. AID 2130, 2009. inhibition, % at 5.9 µM. actives 0.53% (n = 320,000). Protein phosphatase methylesterase 1 (Homo sapiens), Q9Y570;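 active = inhibition above the campaign mean of all compounds plus 3 SD, cut at about 26% in these data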;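 also: competitive labeling of PME-1 active site by serine hydrolase directed probe; 0% = PME-1 with DMSO and 100% = wells lacking PME-1 enzyme; inhibitors block probe labeling so polarization falls and inhibition rises; many of its hits are not listed in these tables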
MEX-5 binding – MEX-5 zinc finger RNA-binding disruptors – biochemical, C. elegans, fluorescence polarization, MLPCN library, primary screen. AID 1832, 2009. Zinc finger protein mex-5 (Caenorhabditis elegans), Q9XUB2. MEX-5/FITC-TCR2 RNA binding; stronger effect = lower value. activity score (negative = inhibition of binding), % at 10 µM. actives 0.38% (n = 300,000);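 active = inhibition past about -25% in most replicates, and total fluorescence under double the plate's negative control median, limit read from the data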;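 also: 0% = DMSO and -100% = 5 µM competing unlabeled TCR2 RNA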
pPAFAH inh – pPAFAH enzyme inhibitors, primary screen, biochemical, fluorescence polarization, human. Platelet-activating factor acetylhydrolase (Homo sapiens), Q13093. AID 463082, 2010. recombinant pPAFAH, FP-rhodamine probe fluorescence polarization. inhibition, % at 3.39 µM. actives 1.5% (n = 330,000);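 active = inhibition above the mean inhibition across the screen plus 3 SD, cut at about 25% in these data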;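 also: inhibitors block binding of the rhodamine activity-based probe so polarization drops; 0% = enzyme with DMSO and 100% = wells lacking pPAFAH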
Target sequence (Q13093 whole entry, looked up): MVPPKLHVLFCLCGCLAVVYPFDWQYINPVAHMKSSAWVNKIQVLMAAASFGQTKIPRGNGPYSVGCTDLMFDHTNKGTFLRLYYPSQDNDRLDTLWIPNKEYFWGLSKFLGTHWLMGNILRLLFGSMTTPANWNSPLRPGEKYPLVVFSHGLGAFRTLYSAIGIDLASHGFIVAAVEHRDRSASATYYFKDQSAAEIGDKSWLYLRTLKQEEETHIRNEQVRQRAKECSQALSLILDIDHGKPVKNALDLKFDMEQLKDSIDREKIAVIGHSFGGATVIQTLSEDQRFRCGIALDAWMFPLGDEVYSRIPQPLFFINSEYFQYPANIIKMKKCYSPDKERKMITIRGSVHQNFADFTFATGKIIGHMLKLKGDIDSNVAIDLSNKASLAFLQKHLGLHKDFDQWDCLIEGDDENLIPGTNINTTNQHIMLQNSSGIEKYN
Fam108B counter – mouse Fam108B serine hydrolase inhibitors, primary screen, counter-screen for RBBP9 inhibitor project, biochemical, fluorescence polarization; recombinant Fam108B, FP-Rh probe fluorescence polarization; actives 0.33% (n = 300,000); inhibition, % at 9.51 µM;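 active = inhibition above the screen mean inhibition plus 3 SD, computed separately per campaign, cut at about 18% in these data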;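 also: inhibitors lower polarization as less probe binds the enzyme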
Bcl-xL primary – inhibitors of human Bcl-xL, primary screen, biochemical, fluorescence polarization, HTS; GST-Bcl-xL / FITC-Bim BH3 peptide fluorescence polarization; inhibition, % at 10.9 µM; actives 0.7% (n = 320,000); AID 2129, 2009;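 active = inhibition above the mean of all tested compounds plus 3 SD, cutoff set per campaign, cut at about 30% in these data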;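 also: 0% = DMSO wells and 100% = unlabeled Bim-BH3 peptide competitor; inhibitors lower millipolarization by displacing the labeled peptide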
Target sequence (Q07817 whole entry, looked up): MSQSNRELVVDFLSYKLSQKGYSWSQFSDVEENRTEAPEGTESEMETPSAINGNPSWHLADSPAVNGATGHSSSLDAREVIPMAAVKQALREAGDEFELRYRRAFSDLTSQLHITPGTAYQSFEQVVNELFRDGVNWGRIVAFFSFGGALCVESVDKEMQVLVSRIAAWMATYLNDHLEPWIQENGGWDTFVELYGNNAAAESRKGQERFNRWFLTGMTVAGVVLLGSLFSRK
MCL1-BIM inh – inhibitors of MCL1 binding to BIM-BH3, primary screen, biochemical, fluorescence polarization. Induced myeloid leukemia cell differentiation protein Mcl-1 (Homo sapiens), Q07820. GST-MCL1 / FITC-Bim-BH3 fluorescence polarization. inhibition, % at 10.9 µM. actives 0.68% (n = 320,000). AID 2057, 2009;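 active = inhibition above the mean inhibition of all tested compounds plus 3 SD, set per campaign, cut at about 40% in these data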;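 also: 0% = DMSO wells and 100% = unlabeled Bim-BH3 peptide control; higher means more loss of mP so more displacement of Bim peptide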
GLD-1 TGE inh – GLD-1/TGE RNA complex disruptors, primary screen, biochemical, fluorescence polarization | purified GLD-1 + fluorescein TGE RNA | actives 0.44% (n = 320,000) | inhibition, % at 5.96 µM | AID 2280, 2010;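 active = percent inhibition above a per-plate cutoff, the plate mean of test compounds plus 3 SD, cut at about 30% in these data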;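 also: 0% = DMSO wells with GLD-1 and probe and 100% = wells lacking GLD-1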
PAFAH1B2 FP inh – PAFAH1B2 enzyme inhibitors, primary screen, biochemical, fluorescence polarization, human; recombinant PAFAH1B2, FP-rhodamine activity probe; AID 492953, 2010; Platelet-activating factor acetylhydrolase IB subunit alpha2 (Homo sapiens), P68402; inhibition, % at 3.39 µM; actives 1.2% (n = 340,000);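 active = inhibition above the mean of all tested compounds plus 3 SD, cut at about 24% in these data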;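 also: 0% = enzyme with DMSO and 100% = wells lacking PAFAH1B2; many of its hits are not listed in these tables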
Target sequence (P68402 whole entry, looked up): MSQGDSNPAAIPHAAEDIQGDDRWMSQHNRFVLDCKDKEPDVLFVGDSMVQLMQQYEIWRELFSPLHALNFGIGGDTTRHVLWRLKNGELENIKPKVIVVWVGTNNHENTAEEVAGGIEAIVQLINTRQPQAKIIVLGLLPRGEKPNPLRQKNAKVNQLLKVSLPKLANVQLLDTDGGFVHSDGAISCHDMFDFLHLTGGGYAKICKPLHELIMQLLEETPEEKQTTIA
AHR activator – AHR activators, primary screen, cell-based, luminescence, luciferase reporter, human | Aryl hydrocarbon receptor (Homo sapiens), P35869 | AHR-responsive luciferase reporter cells | activation, % at 5 µM | actives 2.5% (n = 320,000) | AID 2796, 2010; in the data active = activation above about 47%;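 also: 0% = vehicle wells and 100% = reference agonist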
An asterisk follows results filed as active; x = no result given. These rows are one share of the data, so the mix of outcomes need not match the whole.

Fields: PME-1 inh, MEX-5 binding, pPAFAH inh, Fam108B counter, Bcl-xL primary, MCL1-BIM inh, GLD-1 TGE inh, PAFAH1B2 FP inh, AHR activator
Nc1ccnn1Cc1cccnc1
  8, -3.7, 4, 0, -3, 2, -2, 7, 12
CCOc1cccc2cc(C(=O)NCc3ccc(Cl)cc3)c(=N)oc12
  -2, -1.3, 8, -3, 3, -4, 0, 6, -1
COc1cc(-c2nnc(COc3ccc4cc(Br)ccc4c3)o2)cc(OC)c1OC
  -5, 0.4, 6, -1, 0, 3, 9, -2, 3
CCC(=O)c1c[nH]c(C(=O)NCCc2ccccn2)c1
  0, -0.2, -3, 1, 7, -4, -2, 3, 16
Cc1ccccc1N/N=C1\CCCNC1=O
  -1, -0.8, 7, -2, 6, -3, -8, 1, -5
CC(=O)N1CCN(c2ccc([N+](=O)[O-])c(NCC3CCCO3)c2)CC1 (stereo not given)
  -8, 1.9, 5, 2, 4, -1, -8, 3, 5
O=C(/C=C/c1cccs1)N1CCC2(CC1)Oc1ccc(Cl)cc1C(=O)C21CC(c2ccccc2)=NO1 (stereo not given)
  -6, 1.2, 0, 0, 2, 0, 7, 2, -2
Cc1ccc(Cl)cc1NC(=O)[C@@H]1CCC(=O)N1C1OC(=O)c2ccccc21 (stereo not given in full)
  2, 0.5, 2, -4, 2, 0, -5, 5, -1
Cc1onc(-c2c(Cl)cccc2Cl)c1C(=O)NCc1ccco1
  2, 1.0, 6, 2, 6, 4, 6, 2, 0
COc1ccccc1OCC(=O)Nc1ccc(Cl)cc1
  -12, 3.7, 4, -1, 1, 2, 2, -3, -1

Next entries.
Fields: PME-1 inh, MEX-5 binding, pPAFAH inh, Fam108B counter, Bcl-xL primary, MCL1-BIM inh, GLD-1 TGE inh, PAFAH1B2 FP inh, AHR activator
CCCc1nnc(NC(=O)CCC(=O)NC2CCCc3ccccc32)s1 (stereo not given)
  8, 1.3, 5, -5, -9, -3, 2, 4, 2
Cc1cc(C(=O)NCCCN2CCN(C3CCCCC3)CC2)n(-c2ccccc2)n1
  1, 4.1, -2, -2, 1, 5, 1, -4, 1
CN1C(=O)c2cccc3c(S(=O)(=O)NCc4ccco4)ccc1c23
  7, 0.2, -1, -4, 6, 6, 2, 8, -2
COc1ccc(/C=N/n2cnc3c([nH]c4ccc(C)cc43)c2=O)cc1CN1CCCC1
  -10, 4.0, 7, -4, 4, -2, 4, -2, 17
O=C(C1CC(=O)N(c2ccc3c(c2)OCCO3)C1)N1CCCC(C(F)(F)F)C1 (stereo not given)
  1, -2.8, 3, 2, -4, -14, 0, 0, 0
COc1cc(-c2cc(-c3ccccc3)nc(SCC(=O)O)c2C#N)cc(OC)c1OC
  -2, 1.1, 0, 0, 8, 4, 0, 23, -1
CC(C)(C)c1cc(CCC(=O)Nc2ccncc2)cc(C(C)(C)C)c1O
  2, 0.9, 0, 2, 9, 10, 5, 2, 4
Cc1ccccc1CC(=O)Nc1ccc2c(C)cc(=O)oc2c1
  -5, -3.3, -1, 0, 1, 5, 7, 0, -8
CC(C)C(C)NC(=O)COc1ccc(Sc2ccc(OCC(=O)NC(C)C(C)C)cc2)cc1 (stereo not given)
  -1, -1.1, 1, 4, -5, -12, -1, 12, 2
CC(C)(C)Cn1c(=O)[nH]c(=O)c2cc([N+](=O)[O-])cnc21
  -1, -1.6, -4, -5, 7, 4, 2, 1, -2

Going on with the list:
Fields: PME-1 inh, MEX-5 binding, pPAFAH inh, Fam108B counter, Bcl-xL primary, MCL1-BIM inh, GLD-1 TGE inh, PAFAH1B2 FP inh, AHR activator
N#CC1=C(N)Oc2n[nH]c(-c3cccs3)c2C1c1ccoc1 (stereo not given)
  5, -4.8, 17, 1, 11, 5, 5, 4, 8
Oc1cc(-c2ccncc2)cc2cccnc12
  x, x, 5, x, x, x, -1, -1, 1
C[C@H](CO)N1C[C@H](C)[C@@H](CN(C)S(=O)(=O)c2cccs2)Oc2c(NC(=O)Nc3ccc4c(c3)OCO4)cccc2C1=O
  x, x, 4, x, x, x, -8, 6, 4
O=C(COc1ccccc1Cl)OCC(=O)N1CCN(S(=O)(=O)c2ccccc2)CC1
  4, 0.7, 12, -1, 1, 4, 3, 0, 1
CCc1ccc(-c2nc(CSCC(=O)N3CCN(c4ccccn4)CC3)c(C)o2)cc1
  7, -4.5, 8, 0, 8, 9, 1, 44*, -11
COc1ccc(CCNc2ccc(C(CC(N)=O)NC(=O)c3cc(C)cc(C)c3)cc2[N+](=O)[O-])cc1 (stereo not given)
  4, -0.3, 2, 0, 6, 3, -2, 4, 2
NS(=O)(=O)c1ccc(CNC(=O)Cc2ccccc2[N+](=O)[O-])cc1
  -6, 3.0, -4, 0, 8, 7, 1, 1, 24
O=C1CC(SC(=Nc2ccccc2)Nc2ccccc2)C(=O)N1c1ccc(Cl)cc1 (stereo not given)
  -3, -0.5, 1, -7, 6, 2, -3, -2, 3
CCOc1ccc(N2CC(=O)Nc3ccccc3NCC2=O)cc1
  -1, -0.4, 8, 5, 1, 0, 5, 6, 5
CC(C)OC(=O)c1cc2c(ccn2-c2ccc(F)cc2)n1CC(=O)N1CCN(C(=O)c2ccco2)CC1
  -1, 1.2, 12, -1, 8, 8, 16, 8, -1

Remaining list, next part:
Fields: PME-1 inh, MEX-5 binding, pPAFAH inh, Fam108B counter, Bcl-xL primary, MCL1-BIM inh, GLD-1 TGE inh, PAFAH1B2 FP inh, AHR activator
NC(=O)C1CCCN(S(=O)(=O)c2ccc(Br)cc2)C1 (stereo not given)
  4, -2.3, 1, 0, 0, -8, -1, 28*, 2
Cc1ccc(NC(=O)Cc2nnc(SCC(=O)NC3CCCC3)n2C)c(C)c1
  4, -1.5, 6, 2, 2, -1, 8, 2, -1
COc1ccc(/C(C)=N/NC(=O)CNC(=O)c2ccncc2)c(OC)c1
  -3, 0.0, -1, -1, -2, 1, -6, 2, 1
CSC(=Nc1ccccc1)C(C#N)c1nc2ccccc2[nH]1 (stereo not given)
  2, -2.9, 31*, -5, -6, -8, 3, -1, 18
COc1cc(C(=O)OC(C)C(=O)N2CCc3ccccc3C2)ccc1OCC(=O)N1CCOCC1 (stereo not given)
  0, 0.9, 1, 3, 0, -8, 6, 5, 0
Cc1ccc(C(=O)N2CCc3ccccc32)cc1[N+](=O)[O-]
  0, 0.0, -2, 0, 4, -2, 7, 3, 5
CCOc1ccc(NC(=O)c2ccc3c(SCC(=O)O)c4c(nc3c2)CCCC4)cc1
  -32, -2.9, -5, 0, 8, 2, -1, 8, -2
COc1ccccc1C(=O)CSc1nnc(-c2ccco2)o1
  0, 1.7, 3, -1, -2, 2, 0, -1, 22
CC1CCCN(C(=O)c2ccc(NS(=O)(=O)c3cccc([N+](=O)[O-])c3)cc2)C1 (stereo not given)
  2, -6.3, 6, -1, 5, 0, 3, 7, -1
CN(C)S(=O)(=O)c1ccc(C(=O)OCCCN=C2NS(=O)(=O)c3ccccc32)cc1
  1, 0.6, 1, 1, 1, -7, -2, 2, 8

Next results.
Fields: PME-1 inh, MEX-5 binding, pPAFAH inh, Fam108B counter, Bcl-xL primary, MCL1-BIM inh, GLD-1 TGE inh, PAFAH1B2 FP inh, AHR activator
CN(CC1CCCO1)S(=O)(=O)c1ccc(C(=O)Nc2ccc(F)cc2)cc1 (stereo not given)
  -1, -0.5, 1, -8, 0, -4, -7, 9, -1
CCN1C(=O)/C(=C/C=C2\C=CN(CC)c3ccccc32)SC1=S
  10, -1.8, 0, 2, 15, -1, -6, -4, 0
O=C(NN=Cc1ccc(N2CCOCC2)cc1)c1cc2ccccc2cc1O
  x, x, 23, x, x, x, 1, 7, 11
CCOc1ccc(/C=N/NC2=NCCCCC2)cc1
  -1, -0.2, 7, 2, -2, 3, 9, -1, 10
O=C(COc1cccc(Cl)c1Cl)NC1CC1
  x, x, 1, x, x, x, 2, 3, 0
COc1ccccc1N(C)S(=O)(=O)c1ccc(C(=O)Nc2ccc3nc(C)sc3c2)cc1
  -43, 5.3, -13, -22, -5, -12, -17, -6, 9
N#CC1=C(N)OC2=C(C(=O)CCC2)C1c1cc2c(cc1Br)OCO2 (stereo not given)
  5, 1.0, 0, 4, 7, 5, 4, 1, 2
Cc1ccc(C(=O)OCC(=O)Nc2ccc3c(c2)OCO3)c(O)c1
  0, x, 2, x, 1, -3, 3, -3, 2
Cc1nc2ccccc2c(=O)n1/N=C/c1cccnc1
  -1, -2.5, 3, 6, 0, 3, 13, 2, 20
CN(CCCC(=O)NCc1ccccc1)S(=O)(=O)c1ccc([N+](=O)[O-])cc1
  -1, -1.0, 4, -3, 2, 4, 8, 2, 0

Additional results
Fields: PME-1 inh, MEX-5 binding, pPAFAH inh, Fam108B counter, Bcl-xL primary, MCL1-BIM inh, GLD-1 TGE inh, PAFAH1B2 FP inh, AHR activator
CCc1ccccc1N(CC(=O)NC1CCCC1)C(=O)CNC(=O)c1cccs1
  4, 1.0, 6, 1, 3, 0, 3, 2, 5
Cc1cc(C)c(C(=O)N2CCCC(N3CCN(c4cccc(C(F)(F)F)c4)CC3)C2)o1 (stereo not given)
  -4, 1.6, 4, 2, 1, 2, 10, 3, 13
COC(=O)CC1=NN(c2ccccc2)C(=O)C1
  0, x, 5, -5, 1, -4, -8, 4, -1
COc1ccc(CCNC(=O)C2CCN(S(=O)(=O)c3ccc(OC)c(OC)c3)CC2)cc1OC
  2, -0.1, -1, -4, 3, 0, 5, 0, 2
COc1ccc(N2CCN(CC(=O)Nc3ccc(C)cc3)CC2)cc1
  -4, 0.3, -3, -4, 3, 4, 0, -5, -1
Clc1nccnc1-c1ccccc1
  5, 0.9, 0, 1, 4, 1, -2, -1, 1
Cn1c(=O)c2c(ncn2CC(=O)Nc2cc(S(=O)(=O)N3CCCCC3)ccc2Cl)n(C)c1=O
  x, x, 5, x, x, x, -2, 0, 1
Cc1cc2ccccc2n1CCNCc1c(C(=O)N2CCOCC2)nc2ccccn12
  1, 2.4, 5, 3, 10, 6, 10, 5, 3
O=C(N/N=C/c1ccco1)C1CCCC1
  3, 1.7, -2, 7, 7, 9, 5, 1, 1

High-throughput results from PubChem BioAssay.
